Kir21 block – blocks the mouse Kir2.1 inward-rectifier potassium channel; B-score at 10 µM; actives 0.85% (n = 310,000); HEK293-Kir2.1, FluxOR thallium flux fluorescence; hits give low values;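 active = fluorescence ratio B-score at or below minus 3 SD of library scores, with starting-brightness B-score within 2 SD, cut at about -4.2 in these data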;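 note: channel flux triggered by added potassium and thallium sulfate stimulus; B-score of peak minus minimum fluorescence over baseline after thallium stimulus; more negative B-score means stronger Kir2.1 block with less thallium influx; some compounds called inactive have numbers as strong as hits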
KCNQ2 inh – KCNQ2 potassium channel inhibitors, primary screen, cell-based, CHO-K1, FluxOR thallium flux, B-score (AID 2156); O88943; actives 1.1% (n = 310,000); 20 min; hits give low values; B-score at 10 µM;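 active = fluorescence ratio B-score at most minus 3 library SDs, with starting brightness B-score within 2 library SDs, cut at about -5.5 in these data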
Target sequence (O88943 whole entry, looked up): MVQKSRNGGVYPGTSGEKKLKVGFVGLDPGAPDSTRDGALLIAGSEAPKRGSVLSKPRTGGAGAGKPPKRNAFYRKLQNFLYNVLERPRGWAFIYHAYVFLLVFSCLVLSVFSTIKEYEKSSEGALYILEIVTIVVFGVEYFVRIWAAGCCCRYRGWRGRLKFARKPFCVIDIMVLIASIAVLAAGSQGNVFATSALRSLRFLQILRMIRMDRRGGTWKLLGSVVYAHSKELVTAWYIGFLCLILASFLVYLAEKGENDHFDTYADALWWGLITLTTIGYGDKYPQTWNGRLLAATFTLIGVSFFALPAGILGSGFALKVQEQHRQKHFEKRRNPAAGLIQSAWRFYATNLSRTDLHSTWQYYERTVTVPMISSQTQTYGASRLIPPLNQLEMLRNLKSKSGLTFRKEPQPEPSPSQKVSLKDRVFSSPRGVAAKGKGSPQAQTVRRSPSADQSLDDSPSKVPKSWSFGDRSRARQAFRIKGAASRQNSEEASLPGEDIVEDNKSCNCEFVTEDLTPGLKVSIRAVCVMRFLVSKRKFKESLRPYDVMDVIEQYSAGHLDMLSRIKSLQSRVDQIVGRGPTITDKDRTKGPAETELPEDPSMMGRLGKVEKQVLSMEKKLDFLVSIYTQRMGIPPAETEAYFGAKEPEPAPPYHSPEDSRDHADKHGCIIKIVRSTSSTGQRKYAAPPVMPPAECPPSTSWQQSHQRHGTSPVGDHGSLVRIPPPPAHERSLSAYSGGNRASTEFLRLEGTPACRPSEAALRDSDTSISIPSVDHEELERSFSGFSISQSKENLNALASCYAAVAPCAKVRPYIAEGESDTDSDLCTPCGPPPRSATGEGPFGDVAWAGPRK
CHT inh – human CHT choline transport inhibition | CHT-expressing cells, membrane potential dye, choline response; hits give low values | AID 488975 | Q9GZV3 | B-score at 10 µM | actives 0.86% (n = 310,000);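 active = B-score over 3 SD under the library average, and starting fluorescence ratio not unusually high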;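 note: choline stimulus applied at its EC90 after an EC20 pre-addition; B-score computed on integrated fluorescence ratio after choline addition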
* = called active by the depositor; i = inactive; . = no result given.

SMILES	Kir21 block	KCNQ2 inh	CHT inh
O=C(N=C1SC2CS(=O)(=O)CC2N1c1ccc(Br)cc1Cl)C1CC1 (stereo unspecified)	-0.61	i	i
Cc1ccc2c(c1)N(S(=O)(=O)c1ccc(CN3C(=O)c4cccnc4C3=O)cc1)CCO2	-0.1	i	i
COC(=O)C1=C(C(=O)OC)[C@@H]2N(Cc3ccccc3)c3ccccc3[C@@]23C[C@@H](C(=O)OC)N(C(=O)c2ccc(Br)cc2)C3=N1	1.2	i	i
O=c1cc(C(F)(F)F)[nH]c(=O)n1C1CCCCC1	2.4	i	i
Cc1cc(NC(=O)CSc2nnnn2-c2cc(Cl)ccc2C)no1	-0.44	i	i
c1ccc(SCCOCCN2CCc3ccccc3C2)cc1	-5.4*	i	i
CCc1nc(SCC(=O)NCCc2ccccc2)c2oc3ccccc3c2n1	0.75	i	i
Cc1noc(C)c1S(=O)(=O)Nc1ccc(C(=O)Nc2ccc(OC(F)(F)F)cc2)cc1	-0.11	i	i
CCCn1ncc(CN2CCC(CO)(CC3CCCCO3)CC2)c1C (stereo unspecified)	-0.29	i	i
O=C(Cc1cccs1)Nc1nc(-c2cccnc2)cs1	2.7	i	i
O=C(O)c1cccc(NS(=O)(=O)c2cc(S(=O)(=O)c3ccc(Cl)cc3)ccc2Cl)c1	1	i	i
CS(=O)(=O)N(CCC#N)Cc1ccc(C=O)o1	0.69	i	i
CC(C)(C)NCc1ccccc1OCc1cccs1	-0.87	i	i
CCc1cc(=O)oc2cc(C)cc(OCC(=O)NCCCn3ccnc3)c12	-2.6	i	i
Cc1c(N2C(=O)/C(=C3/C(=O)N(C)c4ccccc43)SC2=S)c(=O)n(-c2ccccc2)n1C	-3	i	i
CCc1nnc(NC(=O)CSc2nc(C)cc(C)c2C#N)s1	-0.28	i	i
COc1ccc(C(=O)Nc2ccccc2C(=O)N/N=C/c2ccccc2OC)cc1	-0.02	i	i
Cc1ccc(S(=O)(=O)NCCC(=O)Nc2cc(S(=O)(=O)N(C)C)ccc2C)cc1C	-0.4	i	i
Cc1cccc(S(=O)(=O)Nc2cccc3c2C(=O)c2ccccc2-3)c1	0.72	i	i
Cc1cc(=O)[nH]c(Nc2ccc(N(C)C)cc2)n1	1.5	i	i
O=C(CCS(=O)(=O)c1ccccc1)Nc1nc(-c2cccs2)cs1	-0.77	i	i
CC1=CC(C)(C)N(C(=O)c2ccccc2)c2ccccc21	0.28	-5.6*	i
COC(=O)CSc1nc2ccc(C)cc2cc1C#N	-0.76	i	i
CN(C)N1C(N)=C(C#N)C(c2ccc(F)cc2)C2=C1CC(C)(C)CC2=O (stereo unspecified)	-0.99	i	i
COC(=O)Cc1ccc(NC(=S)NCc2ccc(OC)cc2)cc1	-0.63	i	i
Cc1ccc(CN2CC(C(=O)N3CCN(S(=O)(=O)c4ccc(C(C)C)cc4)CC3)CC2=O)cc1 (stereo unspecified)	-0.84	i	i
CC(=O)N(/N=C1\Sc2ccccc2C1=O)c1ccc(C)cc1C	1	i	i
CCc1ccc(OCc2nc(-c3ccccn3)no2)c(Br)c1	-0.11	i	i
NCCOc1ccccc1OCCN	0.71	i	i
Cc1ccc(/C=N/NC(=O)Cn2nc(C)c([N+](=O)[O-])c2C)o1	-0.24	i	i
c1ccc(CCNC2=NCCCS2)cc1	-0.82	i	i
CC(=O)Nc1ccc(NC(=O)c2ccc(N(C)S(=O)(=O)c3ccc(C)cc3)cc2)cc1	0.72	i	i
COCCn1c(=NC(=O)/C=C/c2cccs2)sc2cc(NC(C)=O)ccc21	-0.84	i	i
CC(=O)CCc1c(C)[nH]c2ccccc2c1=O	-0.56	i	i
COc1ccc(C(=O)Nc2ccc(NC(=O)c3ccccc3OC)nc2)cc1	-1.2	i	i
O=C(c1cccc(-n2cccc2)c1)N1CCN(S(=O)(=O)c2c(F)cccc2F)CC1	-1.2	i	i
O=C(OCc1ccccn1)C1CCN(C(=O)c2ccc(Cl)cc2)CC1	1.2	i	i
COc1ccc(NC(=O)CCN2CCN(S(=O)(=O)c3cc(Cl)ccc3Cl)CC2)cc1	1.7	i	i
COc1ccc(N2CCN(C(CNC(=O)C(=O)NCCCn3ccnc3)c3cccnc3)CC2)cc1 (stereo unspecified)	1.2	i	i
C[C@H](NC(=O)OC(C)(C)C)c1nnc(SCC(=O)Nc2cccc(Cl)c2)o1	-4.3*	i	i
CC(Oc1ccc(-c2ccccc2)c(F)c1)c1ccn(S(=O)(=O)c2ccc(Br)cc2)n1 (stereo unspecified)	0.68	i	i
CCOCCCNC(=O)c1ccc(OC2CCN(C(C)=O)CC2)c(OC)c1	1.7	i	i
COc1ccc(OCCSc2nnc(-c3ccc(OC)cc3)n2N)cc1	-1.5	i	i
CC(C)(C)OC(=O)N1CCC[C@H]1c1nnc(SCc2ccccc2F)o1	-1	i	i
CCCCC1S/C(=N/N=C/c2ccc(OC)cc2)N(Cc2ccc(OC)cc2)C1=O (stereo unspecified)	-0.1	i	i
Cn1ncc(Cl)c1C(=O)Nc1ccncc1	-0.71	i	i
CN1CCN(CCOc2cccc(Cl)c2)CC1	3.5	i	i
COC(=O)COc1ccc2cc(-c3ccccc3)c(=O)oc2c1	-1.2	i	i
CCN(c1ccccc1)S(=O)(=O)c1cc(NC(=O)COC(=O)C2CC2)ccc1Cl	0.19	i	i
Cn1c(SCC(=O)Nc2ccc(NC(=O)c3cccc(F)c3)cc2)nnc1-c1ccncc1	-0.05	i	i

Compound profiles (already shown). Screens in order: Kir21 block	KCNQ2 inh	CHT inh
Shown for COc1ccc(OCCSc2nnc(-c3ccc(OC)cc3)n2N)cc1 : -1.5	i	i
Shown for Cn1c(SCC(=O)Nc2ccc(NC(=O)c3cccc(F)c3)cc2)nnc1-c1ccncc1 : -0.05	i	i
Shown for CN1CCN(CCOc2cccc(Cl)c2)CC1 : 3.5	i	i
Shown for COC(=O)COc1ccc2cc(-c3ccccc3)c(=O)oc2c1 : -1.2	i	i

(continued)
SMILES	Kir21 block	KCNQ2 inh	CHT inh
CCN1C(=O)[C@H]2[C@@H](c3ccc(C)cc3)N3C(=O)N(c4cccc(Cl)c4)C(=O)[C@@]3(CC(C)C)[C@H]2C1=O	-0.05	i	i
Cc1cccc(C)c1OCC(=O)OC/C(O)=C(\C#N)c1nc2ccccc2[nH]1	-0.75	i	i
CN(C)/C=C(/C(=O)c1ccccc1)S(=O)(=O)c1ccc(Cl)cc1	-0.72	i	i
CCOc1ccc(/C=N/NC(=O)CSc2n[nH]c(=O)[nH]c2=O)cc1OC	-0.12	i	i
O=C(NNC(=O)C1CCN(S(=O)(=O)c2ccc(Cl)cc2)CC1)c1ccccc1O	-0.75	i	i
C=CCn1c(=O)c2c3c(sc2n2c(Nc4ccccc4)nnc12)CCCC3	1.1	i	i
S=C1N(c2ccccc2)C(c2ccc(Br)cc2)N2CCCN12 (stereo unspecified)	-0.45	i	i
CCc1ccc(S(=O)(=O)NC(=S)NC2CCCCC2)cc1	0.29	i	i
Cc1ccc(/C=C2/SC(=S)N(C3CCCCC3)C2=O)o1	-0.19	i	i
COc1ccc(N2CCN(Cc3nc4c(c(=O)[nH]c(=O)n4C)n3CCCc3ccccc3)CC2)cc1	0.34	i	i
COc1ccccc1NC(=O)CCc1nnc2ccc(N3CCC4(CC3)OCCO4)nn12	0	i	i
CCC(C)NC(=O)c1cc2c(=O)[nH]c3ccc(C)cc3c2s1 (stereo unspecified)	0.55	i	i
COc1cc(NC(=S)N2CCN(C/C=C/c3ccccc3)CC2)cc(OC)c1	1.2	i	i
CC(CCOC1=NS(=O)(=O)c2ccccc21)NC(=O)C(=O)Nc1ccccc1 (stereo unspecified)	-0.85	i	i
Cc1cccc2c(SCC(N)=O)nc(-c3ccccc3)nc12	-1.2	i	i
COc1ccc(NS(=O)(=O)c2cccc(C(=O)NCC(c3ccco3)N(C)C)c2)cc1 (stereo unspecified)	0.02	i	i
C/C(N)=C(/C#N)C(=O)COC(=O)c1cc(C)n(-c2ccc(F)cc2)c1C	0.26	i	i
C=C1CCN(c2ccc(C(=O)NCc3ccc(OC)cc3)cc2[N+](=O)[O-])CC1	-2.1	i	i
Cc1ccc(C(=O)NNC(=O)c2ccc(S(=O)(=O)N3CCOCC3)cc2)cc1	0.28	i	i
Cc1cccc(CSc2nnc(-c3ccccn3)n2N)c1	0.37	i	i
COc1ccc(-n2c3c(c(=O)[nH]c2=O)C(NC(=O)c2ccncc2)(C(F)(F)F)C(=O)N3)cc1 (stereo unspecified)	2.2	i	i
CCC1(CC)Cc2ccccc2-c2nc(CN3CCOCC3)[nH]c(=O)c21	2.3	i	i
Cc1ccc(-c2nc3ccccc3[nH]2)cc1NC(=O)c1sc2ccccc2c1Cl	-0.02	i	i
Clc1nc2ccccc2cc1/C=N/Nc1nc2ccccc2[nH]1	0.01	i	i
CS(=O)(=O)N1CCC(NC(=O)Cc2ccccc2)CC1	0.01	i	i
CCN1CCN(C(=O)CN(CC)S(=O)(=O)c2ccc(F)cc2)CC1	-1.4	i	i
Cc1cccc2cc(C#N)c(SCC(=O)Nc3ccccc3N3CCOCC3)nc12	0.37	i	i
O=C(Nc1cccc2c1C(=O)NC2=O)c1cccc(N2C(=O)CCC2=O)c1	-1	i	i
Cc1ccc(Nc2nc(-c3ccncc3)cs2)cc1	0.05	i	.
Cc1noc(C)c1S(=O)(=O)Nc1cccc(CO)c1	2.4	i	i

Four entries from above, with each value named:
smiles: Cc1ccc(/C=C2/SC(=S)N(C3CCCCC3)C2=O)o1
  Kir21 block = -0.19 | KCNQ2 inh = i | CHT inh = i

smiles: Cc1noc(C)c1S(=O)(=O)Nc1cccc(CO)c1
  Kir21 block = 2.4 | KCNQ2 inh = i | CHT inh = i

smiles: Cn1ncc(Cl)c1C(=O)Nc1ccncc1
  Kir21 block = -0.71 | KCNQ2 inh = i | CHT inh = i

smiles: O=C(c1cccc(-n2cccc2)c1)N1CCN(S(=O)(=O)c2c(F)cccc2F)CC1
  Kir21 block = -1.2 | KCNQ2 inh = i | CHT inh = i

New compounds follow
SMILES	Kir21 block	KCNQ2 inh	CHT inh
C=CCOn1c(=O)c(C)[n+]([O-])c2ccccc21	0.79	i	i
Cc1cc(C2(c3ccc(O)c(C)c3)OC(=O)c3ccccc32)ccc1O	-2	i	i
CC(=NCCCn1ccnc1)c1c(-c2ccccc2)[nH]n(-c2nc3ccccc3s2)c1=O	-0.48	i	i
CCCn1c(NC(=O)c2ccccc2Br)nc2ccccc21	0.03	i	i
O=C(CCNC(=O)N1CCn2c1nc1ccccc12)NCc1ccccc1Cl	-2	i	i
COc1ccc(N(C)C(=O)c2cn(C)c(=O)c3cc(OC)c(OC)cc23)cc1	-1.4	i	i
CC(C)c1ccc2c(c1)CCC1C(C)(CN)CCCC21C (stereo unspecified)	-6.1*	i	i
Cc1ccccc1C(=O)Nc1ccc(C(=O)N/N=C/c2ccc(O)cc2)cc1	0.32	i	i
Cn1c(=O)c2c(ncn2CC(=O)N(Cc2ccccc2)c2ccccn2)n(C)c1=O	-1.9	i	i
Cc1ccsc1C(=O)NCc1ccccc1Cl	0	i	i
CC(C)(C)OC(=O)N1CCC[C@H]1c1nnc(SCc2ccc(Cl)cc2Cl)o1	-3.3	-7.2*	i
C1CCN=C(Nc2nc3c(s2)CCCC3)CC1	0	i	i
COc1ccc(Nc2nc(N)c([N+](=O)[O-])c(NCc3ccccc3)n2)cc1	-0.53	i	i
COC(=O)Cn1cc(S(=O)(=O)NCc2ccc(C)cc2)c2cc([N+](=O)[O-])ccc21	-0.99	i	i
CCOCCCNC(=S)N1CCCC(c2nc3ccc(C)cc3[nH]2)C1 (stereo unspecified)	-0.47	i	i
Cc1cc(C)n(CC(=O)NC2CCCc3c2cnn3-c2ccccc2F)n1 (stereo unspecified)	1.6	i	i
COc1ccc(C(=O)OCC(=O)Nc2ccc3[nH]c(=O)[nH]c3c2)cc1	-0.98	i	i
CCC(C(=O)NC1CCCC1)N(C(=O)Cn1nnc(-c2ccc(C)o2)n1)c1ccc(OC)c(OC)c1 (stereo unspecified)	0.23	i	i
CCOc1ccccc1/C=C/C(=O)NCC(=O)N1CCC(N(C)C2CCCCC2C)CC1 (stereo unspecified)	0.24	i	-5.5*
CCOc1ccc(N(CC(=O)Nc2ccccc2C(=O)N2CCOCC2)S(=O)(=O)c2ccc(F)cc2)cc1	0.06	i	i
COc1ccc2c(c1)CCc1c(C(=O)N3CCOCC3)noc1-2	0.93	i	i
COc1cccc(OCc2ccc(Cl)cc2)c1C#N	0.38	i	i
OCCN1CCN(c2cc(C(F)(F)F)nc3ccccc23)CC1	0.32	i	i
Cc1ccccc1NC(=O)CCCn1nc(C)c2c(C)n(-c3ccccc3)nc2c1=O	0.01	i	i
CN(Cc1ccccc1)c1nc2c(c(=O)[nH]c(=O)n2C)n1C	-0.25	i	i
Cc1ccc(NC(=S)NNC(=S)Nc2ccc(C)cc2C)cc1	2	i	i
CCN(CC)C(=O)c1sc(NC(=O)c2cccnc2)c(C(=O)OC)c1C	0.9	i	i
O=C(/C=C/NCc1cccnc1)c1ccc(-c2ccccc2)cc1	0.39	i	i
COc1ccccc1CN1C(=O)[C@@H]2C(CC(N)=O)NC3(C(=O)Nc4c3ccc(Cl)c4C)[C@@H]2C1=O (stereo partly specified)	-0.37	i	i
Cc1ccc(OCc2ccc(C(=O)N3CCCC3)o2)cc1C	-0.04	i	i
COc1ccc(Nc2nc(N3CCCC3)nc(N3CCCC3)n2)c(OC)c1	-0.63	i	i
O=C(N/N=C/c1ccccc1O)c1ccncc1	-0.07	i	i
Cc1ccc(C(c2nnnn2C(C)(C)C)N(Cc2ccco2)Cc2cccs2)cc1 (stereo unspecified)	1.1	-6.2*	i

High-throughput results: PubChem BioAssay, Johns Hopkins Ion Channel Center
